# 14-3-3 PPI: 14-3-3 gamma protein interaction modulation; AID 422; FP, 14-3-3gamma / TMR-pS259-Raf peptide binding; 160,000 tested, 0.19% active; inhibition, % at 40 µM; P61981; in the data active = inhibition above about 30%;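 also: 0% = protein plus tracer without compound and 100% = blank with tracer alone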
# Target sequence (P61981 whole entry, looked up): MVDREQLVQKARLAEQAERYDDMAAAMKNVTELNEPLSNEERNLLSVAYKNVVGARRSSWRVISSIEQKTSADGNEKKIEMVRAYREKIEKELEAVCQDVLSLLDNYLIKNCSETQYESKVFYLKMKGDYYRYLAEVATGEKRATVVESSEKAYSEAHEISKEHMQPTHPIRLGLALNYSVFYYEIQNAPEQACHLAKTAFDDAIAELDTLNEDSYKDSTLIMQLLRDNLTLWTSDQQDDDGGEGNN
# The depositor's hits bear a star; & = joins results of further samples. The list is partial; count on the stated rates, not on these rows.
SMILES,14-3-3 PPI
CCOc1ccccc1Oc1c(C)oc2c(CN3CCN(CCO)CC3)c(O)ccc2c1=O,7
CN1C(=O)c2c(cc(Oc3ccccc3)cc2[N+](=O)[O-])Oc2ccccc21,-127
O=C(NCc1ccccn1)c1ccc(/C=N/O)nc1,-10
O=C(Nc1ccc2c(c1)C(=O)N(c1cccc([N+](=O)[O-])c1)C2=O)c1ccc(Br)cc1,-23
COC(=O)C1=CN(C)C=C(C(=O)OC)C1c1cccc(C)c1,-10
COCc1nc2ccccc2n1Cc1ccccc1,-11
CC(C)Cn1cc(C(=O)NC(C)c2ccc3c(c2)OCCO3)c2c3ccccc3n(C)c2c1=O (stereo unspecified),-6
Cc1ccc(NC(=O)CSc2nc(-c3ccccc3)nc3c2CCCC3)cc1,-7
Clc1cccc(-c2nn3c(-c4cccc(Cl)c4)nnc3s2)c1,-2
Cn1c(N)c(C(=O)COC(=O)CCC(=O)c2cccs2)c(=O)n(C)c1=O,2
O=C(CN1CCC(c2nc3ccccc3[nH]2)CC1)NCc1ccc2c(c1)OCO2,0
CCOC(=O)Cc1ccc(N(Cc2ccccc2)S(=O)(=O)c2ccc(F)c(C)c2)cc1,4
COc1ccc(CCN2C(=O)C(O)=C(C(=O)c3ccco3)C2c2cccs2)cc1OC (stereo unspecified),-6
COc1cc(NC(=O)c2cc(-c3cccc(Cl)c3)on2)c(OC)cc1Cl,-7
Cc1ccc(S(=O)(=O)N(CC(=O)NCc2ccco2)c2ccccc2C)cc1,-5
Cc1ccc(N=c2oc3ccc([N+](=O)[O-])cc3cc2C(=O)Nc2nccs2)cc1C,0
CC(C)Cn1cc(C(=O)NCC2CCCO2)c2c3ccccc3n(C)c2c1=O (stereo unspecified),-1&4
CN1CCN(c2ccc([N+](=O)[O-])c(NCc3cccnc3)c2)CC1,-3
CCOC(=O)c1sc2ncn(CC(=O)Nc3ccc(N(C)C)cc3)c(=O)c2c1C,-2
CCCN(Cc1ccccc1)S(=O)(=O)c1ccc(N2C(=O)CCC2=O)cc1,4
CCOC(=O)c1ccc(NC(=O)C2CC(=O)N(C)C(=Nc3ccccc3OC)S2)cc1 (stereo unspecified),10
C=CCn1c(-c2ccc(OC)cc2)c(C)sc1=Nc1ccc(Br)cc1,-6
CN(C)c1ccc(C2C=C(Nc3ccccc3)C(=O)N2c2ccccc2)cc1 (stereo unspecified),-23
O=c1c(CN2CCN(Cc3ccccc3)CC2)coc2ccc(Cl)cc12,1

# 3 structures already listed, arranged by heavy-atom count, ascending:
SMILES,14-3-3 PPI
CCCN(Cc1ccccc1)S(=O)(=O)c1ccc(N2C(=O)CCC2=O)cc1,4
CN(C)c1ccc(C2C=C(Nc3ccccc3)C(=O)N2c2ccccc2)cc1 (stereo unspecified),-23
Cc1ccc(N=c2oc3ccc([N+](=O)[O-])cc3cc2C(=O)Nc2nccs2)cc1C,0

# (next part)
SMILES,14-3-3 PPI
Cc1ccc(-c2nc3cc(N=Cc4ccc5c(c4)OCO5)ccc3o2)cc1C,-15
COc1cccc(-n2c(SC)nc3c(c2=O)C2(CCCCC2)Cc2ccccc2-3)c1,-3
CN1CCc2c(sc3c2C(=O)NC(c2ccco2)N3)C1 (stereo unspecified),-21&-11
CC1CCN(C(=O)c2cc3c(=O)[nH]c4ccccc4c3s2)CC1,-8
CCCSc1nnc2c(n1)OC(C1CC=C(C)CC1C)Nc1ccccc1-2 (stereo unspecified),6
Cc1ccc(-c2n[nH]c(=O)c3ccccc23)cc1S(=O)(=O)NC(C)(C)C,6
CCC(C)NC(=O)c1cc2c(-c3cccc(OC)c3)nn(C)c2s1 (stereo unspecified),-11
Cc1cc(C(=O)NCc2ccc3c(c2)OCO3)n(-c2ccccc2)n1,2
CC1CCN(c2nc(-c3ccc(C(C)C)cc3)c(C#N)c(=O)[nH]2)CC1,-3
Cn1cc(C(=O)N2CCOCC2)c2c3ccccc3n(C)c2c1=O,-5
CCc1c(C)nc2ccccc2c1SCCC(=O)O,-1
CCN(CC)S(=O)(=O)c1ccc2oc(SCc3ccc(F)cc3)nc2c1,-2

# Filtered by structure: those above containing a thiophene ring, fused or not.
SMILES,14-3-3 PPI
Cn1c(N)c(C(=O)COC(=O)CCC(=O)c2cccs2)c(=O)n(C)c1=O,2
COc1ccc(CCN2C(=O)C(O)=C(C(=O)c3ccco3)C2c2cccs2)cc1OC (stereo unspecified),-6
CCOC(=O)c1sc2ncn(CC(=O)Nc3ccc(N(C)C)cc3)c(=O)c2c1C,-2
CN1CCc2c(sc3c2C(=O)NC(c2ccco2)N3)C1 (stereo unspecified),-21&-11
CC1CCN(C(=O)c2cc3c(=O)[nH]c4ccccc4c3s2)CC1,-8
CCC(C)NC(=O)c1cc2c(-c3cccc(OC)c3)nn(C)c2s1 (stereo unspecified),-11

# Carrying on.
SMILES,14-3-3 PPI
Cc1oc(-c2ccccc2F)nc1CS(=O)(=O)CC(=O)NCc1ccco1,-8
O=C(O)c1ccccc1C(=O)Nc1ccc(Oc2ccc3ccccc3c2)cc1,-3
Cc1ccc(NC(=O)N(Cc2c[nH]c3ccccc23)C2CCCCC2)cc1C,10
CN1CCN(CC(O)COCc2ccccc2)CC1 (stereo unspecified),4
CC1=C(C(N)=O)C(c2cccs2)n2nc(-c3cccc(Cl)c3)nc2N1 (stereo unspecified),-9
Cc1cc2c3c(c1)C1(C(=O)N3C(C)(C)CC2C)C(C#N)=C(N)Oc2cc(O)ccc21 (stereo unspecified),-2
Cc1cccc(CS(=O)(=O)Cc2ccc(C(=O)NCCCN3CCOCC3)o2)c1,0
CCOCc1cc(C)[nH]c(=O)c1C#N,-7
O=C(CCn1c(=O)oc2ccccc21)N1CCN(C(c2ccccc2)c2ccccc2)CC1,-3
CN(C)CCNc1c2c(c(C#N)c3nc4ccccc4n13)CCC2,-3
O=C(NC(Cc1ccccc1)C(=O)O)OCc1ccccc1 (stereo unspecified),-3
Nc1ccc(S(=O)(=O)NCCC2=CCCCC2)cc1,1
COc1ccc(N2Cc3cccc(C(=O)Nc4ccc(OC)c(Cl)c4)c3C2=O)cc1,-41
CCn1c(Cn2nnc(-c3ccccc3)n2)nnc1SCC(=O)Nc1ccc(N(C)C)cc1,-1
Cc1cc(C)cc(NC(=O)c2ccc3c(=O)n(C4CCCCC4)c(SCC#N)nc3c2)c1,-3
CCCc1c(O)nc(SCC(=O)Nc2ccc3c(c2)CCC3)[nH]c1=O,-8
Cn1c(=O)[nH]c(=O)c2c1nc(CN(Cc1ccccc1)Cc1ccccc1)n2CCN1CCOCC1,-3
COc1ccc(Cl)cc1C(=O)Nc1sc2c(c1C(=O)OC(C)C)CCCC2,-4
COc1cccc(N(CC(=O)O)S(=O)(=O)c2ccc(Cl)cc2)c1,-3
COc1ccc(Oc2cn[nH]c2-c2ccc(O)cc2O)cc1,-11
Cc1onc(-c2ccccc2)c1C(=O)NC1CCSC1=O (stereo unspecified),-2
C=CCN(CC=C)S(=O)(=O)c1ccc(C(=O)N=c2sc3cc(F)ccc3n2C)cc1,-16
O=C(CCNS(=O)(=O)c1ccc(Br)cc1)N1CCCCC1,5
COc1cc(N=c2scc(-c3ccc(S(=O)(=O)N4CCCC4)cc3)n2C)c(OC)cc1Cl,-4
COc1ccc(CCNC(=O)C2CCN(Cc3nc(-c4cccc(Cl)c4)oc3C)CC2)cc1OC,-6
O=C(CC(=O)N1CCN(c2ccccn2)CC1)Nc1ccc2nc3n(c(=O)c2c1)CCCCC3,-9
Cc1cc(C)cc(NC(=O)CCCC2=NS(=O)(=O)c3ccccc3N2)c1,-11
COC(=O)CNC(=O)C1CCN(c2nc(C)cc(C)n2)CC1,-2
CCOc1ccc(C2CC(c3cccc(OC)c3)Nc3ncnn32)cc1 (stereo unspecified),-1
O=C(O)C1C2C=CC3(O2)C1C(=O)N1c2ccccc2C2OCCC2C13 (stereo unspecified),-15&2
CCOc1ccc(NC2=NCCC(=O)N2Cc2cccs2)cc1,-8
CCOc1ccc(Cc2nc(N)nc(N)n2)cc1,22
CC(=O)c1ccc(NC(=O)C2CC(c3ccc(F)cc3)=NO2)cc1 (stereo unspecified),1
CCOC(=O)CSc1nnc(CSc2nc3sc4c(c3c(=O)[nH]2)CCCC4)n1-c1ccccc1,-3
O=C(O)c1cc(NCc2ccc3c(c2)OCO3)ccc1N1CCOCC1,-6
O=c1[nH]c2ccc(Br)cc2c(-c2ccccc2)c1[N+](=O)[O-],-6

# Of the compounds above, these contain two or more sulfur atoms.
SMILES,14-3-3 PPI
CCN(CC)S(=O)(=O)c1ccc2oc(SCc3ccc(F)cc3)nc2c1,-2
C=CCN(CC=C)S(=O)(=O)c1ccc(C(=O)N=c2sc3cc(F)ccc3n2C)cc1,-16
COc1cc(N=c2scc(-c3ccc(S(=O)(=O)N4CCCC4)cc3)n2C)c(OC)cc1Cl,-4
CCOC(=O)CSc1nnc(CSc2nc3sc4c(c3c(=O)[nH]2)CCCC4)n1-c1ccccc1,-3

# Next part
SMILES,14-3-3 PPI
Cc1cccc(-n2c(=O)c3ccccc3n(Cc3ccc(Cl)cc3)c2=O)c1,-3
COc1ccccc1Cn1c(=S)[nH]c2cc(C(=O)N3CCCC(C)C3)ccc2c1=O (stereo unspecified),-5
COc1ccccc1CNS(=O)(=O)c1ccc(F)c(C(=O)Nc2cccc(C)c2C)c1,-1
Fc1ccc(-c2csc(=Nc3ccccc3)n2Cc2ccccc2)cc1,-5
COc1ccc(Cl)cc1-c1nc(-c2ccc(NC(=O)c3ccco3)cc2)no1,-130
Cn1ccnc1SCC(=O)Nc1nc(-c2ccccc2)cs1,-6
COc1ccc(C2CC(C(F)(F)F)n3ncc(C(=O)Nc4cc(Cl)ccc4O)c3N2)cc1OC (stereo unspecified),6
CC(CN(C)C)CN1c2ccccc2CCc2ccccc21 (stereo unspecified),2
CC1CCC(NC(=O)c2ccc(CS(=O)(=O)Cc3ccccc3F)o2)CC1 (stereo unspecified),2
O=C(CCN1C(=O)c2ccncc2C1=O)NCc1ccc(Cl)cc1,-2&-24
Cc1nc2sc(C(c3cccs3)N3CC(C)CC(C)C3)c(O)n2n1 (stereo unspecified),-6&0
O=C(O)c1cccc(Oc2c(Cl)cccc2[N+](=O)[O-])c1,1
C/C=C/c1ccc(Oc2nnnn2-c2ccc(C(N)=O)cc2)c(OC)c1,1
O=C(CSc1nc(-c2ccccc2)cs1)NC(=O)NCc1ccco1,-13
CCn1cc(C(=O)Nc2cccc(NC(C)=O)c2)c2cc(OC)c(OC)cc2c1=O,-6
Cc1cc(S(=O)(=O)N=C2C=CC(=O)c3ccccc32)ccc1Cl,-69
CCOc1ccc(-n2nc(C(=O)N3CCCCC3C)c3ccccc3c2=O)cc1 (stereo unspecified),-1
OC(CN1CCN(c2ccccn2)CC1)Cn1c2ccccc2c2ccccc21 (stereo unspecified),7
Cc1ccccc1-c1nc(CN2CCC(C(=O)NCCC3=CCCCC3)CC2)c(C)o1,-1
CCOc1ccccc1C(=O)N1CC(=O)Nc2ccc(C)cc2C1c1ccccc1 (stereo unspecified),-7
CN1CCN(C(=O)c2ccc3c(c2)N(Cc2ccc(Cl)cc2)C(=O)c2ccccc2S3=O)CC1 (stereo unspecified),1
COc1cc2c(cc1OC)C(c1cccc(Br)c1)CC(=O)N2 (stereo unspecified),-12
CCOc1ccccc1C1C(C#N)=C(N)Oc2n[nH]c(CC)c21 (stereo unspecified),-1
Nc1cc(OC(=O)c2ccccc2Br)nn1S(=O)(=O)c1ccc(F)cc1,-1
Cc1ccsc1C=Nc1ccc(O)cc1,-15
CNC(=S)C1COc2ccccc2O1 (stereo unspecified),-4
C(=Cc1ccccc1)CSc1nnc(-c2ccncc2)n1-c1ccccc1,-14
COc1cc2c(cc1OC)C(C(=O)NCC1COc3ccccc3O1)C1c3ccccc3CCN1C2=O (stereo unspecified),-4
COCCNC(=O)c1cc(S(=O)(=O)N2CC(C)CC(C)C2)ccc1Sc1ccc(Br)cc1 (stereo unspecified),0
Cc1nnc(NC2=NCCC2)s1,3
CCOC(=O)c1sc2ncnc(N(C)c3ccccc3)c2c1C,5
CCC1Oc2ccccc2N(Cc2ccc(F)cc2)C1=O (stereo unspecified),-1
COc1ncnc2c1C(c1cccc([N+](=O)[O-])c1)c1c(OC)ncnc1O2,-22
Cc1noc(C)c1S(=O)(=O)N(CC(=O)N1CCn2c1nc1ccccc12)c1ccc(C(C)C)cc1,-1
Cn1cc(SCc2ccc(Cl)cc2)c2ccccc21,-1
CC1=NN(C(=O)c2cc3nc(-c4ccccc4)cc(C(F)(F)F)n3n2)C(O)(C(F)(F)F)C1 (stereo unspecified),1
CCC(C)Nc1ncnc2c1cnn2-c1cccc(C)c1 (stereo unspecified),3
Cc1ccccc1N1C(=O)C(Cl)=C(Nc2cccc(O)c2)C1=O,4
O=C(O)c1cccnc1SC1CC(=O)N(c2ccc(N3CCOCC3)cc2)C1=O (stereo unspecified),30*
CCCc1cc(C(=O)Nc2sc3c(c2C(=O)OCC)CCCC3)no1,1
CCc1ccccc1N1C[C@@]23C=C[C@@H](O2)C(C(=O)OCC(C)C)[C@H]3C1=O (stereo partly specified),-1
CCOC(=O)CN1NC2(CCC(C(C)(C)CC)CC2)NC1=S (stereo unspecified),2
CCN1C(=O)CC(C(=O)Nc2ccccc2)SC1=Nc1ccc(Cl)c(C(F)(F)F)c1 (stereo unspecified),1
O=C(c1cccnc1)N1CCC(N2CCN(c3ccccc3)CC2)CC1,-4
Cc1c(N=C/C=C/c2ccccc2)c(=O)n(-c2ccccc2)n1C,0
COc1ccc2nc(NC(=O)CNC(=O)Cn3ccc4ccccc4c3=O)sc2c1,-5
COC(=O)c1[nH]c(C)c(/C(O)=C2\C(=O)C(=O)N(CCN(C)C)C2c2cccc(OC)c2OC)c1C (stereo unspecified),-2
O=C(CCn1c(=S)[nH]c2cc3c(cc2c1=O)OCO3)N1CCN(C2CCCCC2)CC1,-2&-4
COc1ccc(N2C(=O)c3ccc(Oc4ccc([N+](=O)[O-])cc4)cc3C2=O)cc1OC,-1
CCOC(=O)C1C(=O)CC(C)(O)C(C(=O)OCC)C1c1ccco1 (stereo unspecified),3&-3
COc1ccc(Cl)cc1NC(=O)CSc1nnnn1-c1ccc(C(=O)O)cc1,-18
CSCc1nnc(NC(=O)c2ccc(S(=O)(=O)N3CCOCC3)cc2)o1,-6
O=S1(=O)N=C(N(CCOc2ccccc2)CCOc2ccccc2)c2ccccc21,3
C(=N\c1nc2ccccc2[nH]1)/c1cccs1,-2

# Bioassay records from PubChem.
